Siah-1 displacement = Siah-1 peptide-binding antagonists, primary screen, biochemical, fluorescence polarization, rhodamine-plectin, uHTS (AID 1817). Siah-1 / rhodamine-plectin peptide fluorescence polarization; higher % means a stronger effect. 290,000 compounds, 0.02% hits. displacement, % at 20 µM, or IC50 in µM where a hit was titrated;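 active = displacement of at least 50% at 20 µM, with a fluorescence ratio check between 0.3 and a set limit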;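 also: plate controls were Siah plus tracer with DMSO for no effect and tracer alone without Siah for full effect; strong numbers were not always called active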
LYP inhibition = PTPN22 lymphoid phosphatase activity blockers – biochemical, fluorescence intensity, uHTS (AID 1779). recombinant LYP phosphatase, fluorescence intensity; higher % means a stronger effect. one-dose inhibition, % at 11.5 µM; IC50 in µM for titrated hits. 290,000 compounds, 0.054% hits;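 also: plate controls were vehicle with enzyme for no effect and no enzyme for full effect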
HIV peptide binding = cell-free HIV fusion peptide-binding blockers – biochemical, uHTS, fluorescence dequenching, primary screen (AID 1986); cell-free peptide binding, fluorescence dequenching, 30 min; higher % means a stronger effect; inhibition, % at 20 µM, or IC50 in µM where a hit was titrated; 290,000 compounds, 0.3% hits; in the data active = inhibition mostly above about 52%, no sharp cut-off; inactive = mostly below about 76%; also: some results filed as inactive read as strong as hits
Myeloid diff 2 = myeloid differentiation induction. ER-HoxA9 myeloid progenitors, lysozyme-GFP differentiation, flow cytometry. calls only at 10 µM. 360,000 compounds, 1% hits. AID 624256;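 active = normalized GFP-positive differentiation at or above the plate's own cutoff, the solvent-only control mean plus 3 SD; inconclusive = no clear call, values can overlap the other calls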;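 also: cells exposed to compound for four days before flow analysis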
Lipid droplet = modulators of hepatic lipid droplet formation | AML12 mouse hepatocytes, oleate lipid droplets, BODIPY imaging | inhibition, % at 6.5 µM | 240,000 compounds, 0.4% hits | AID 1656;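 active = lipid droplet intensity inhibited by at least 50%, with more than 500 cells counted; inconclusive = wells with under 300 cells, treated as cytotoxic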
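Material: mouse AML12 hepatocyte cell line, fixed after treatment; Timing: compound with oleate, overnight; Technique: high-content imaging of BODIPY-stained droplets and DAPI nuclei; Probe or stimulus: oleate, 100 µM final; Dosing: compound at 6.5 µM only.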
HEK293 NOD2/NF-kB = NOD2 signaling inhibitors, cell-based, luminescence, uHTS, HEK293 (AID 1566). 290,000 compounds, 0.63% hits. inhibition, % at 4 µM, or EC50 in µM where a hit was titrated. HEK293 NOD2/NF-kB luciferase reporter, luminescence; higher % means a stronger effect; also: many of its hits are not listed in these tables
AID2073 = disruptors of CaV2.2 binding to Mint1 – biochemical, HTRF (AID 2073); HTRF protein-protein interaction, Mint1-CaV2.2; higher % means a stronger effect; inhibition, % at 20 µM, or IC50 in µM where a hit was titrated; 290,000 compounds, 0.19% hits; in the data active = inhibition mostly above about 51%, no sharp cut-off; inconclusive = no clear call, values can overlap the other calls; inactive = mostly below about 53%; also: some results filed as inactive read as strong as hits
XIAP displacement = small molecules displacing peptide from XIAP – biochemical, IAP family, fluorescence polarization (AID 1018) | 200,000 compounds, 0.007% hits | displacement, % at 20 µM; hits with a dose series show IC50 in µM | XIAP BIR domain, fluorescence polarization peptide displacement; higher % means a stronger effect; in the data active = displacement above about 50%; also: a part of the inactive calls stands beside numbers as strong as those of hits
NS5 inhibitors = Dengue-2 NS5 methyltransferase inhibitors, primary screen, biochemical, confirmation dose response (AID 588689); one-dose inhibition, % at 25 µM; IC50 in µM for titrated hits; Dengue-2 NS5 methyltransferase capping enzyme assay, biochemical; higher % means a stronger effect; 340,000 compounds, 0.3% hits; in the data active = a potency from the dose series; inconclusive = inhibition above about 29% without an active follow-up result
Lipid droplet cells 6.5 µM = recorded beside Lipid droplet, whose call it bears; cell count; measured here: cell count, cytotoxicity flag;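 cells counted across two imaged fields per well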
Myeloid diff 2 GFP+ MAC1+ % = recorded beside Myeloid diff 2, whose call it bears; GFP+ MAC1+ double positive, %; measured here: differentiation confirmed by MAC1 staining
Active calls of the source: *; i = inactive; ? = inconclusive; . = not tested or not shown; + = active, no number. Rule as the data show it, unless noted: active = inhibition above about 50%; inactive = the rest. The list is partial. The share of hits here may be higher or lower than overall.

smiles	Siah-1 displacement	LYP inhibition	HIV peptide binding	Myeloid diff 2	Myeloid diff 2 GFP+ MAC1+ %	Lipid droplet	Lipid droplet cells 6.5 µM	HEK293 NOD2/NF-kB	AID2073	XIAP displacement	NS5 inhibitors
Cc1nn(Cc2ccc(Cl)cc2)c2sc(C(=O)OCC(N)=O)cc12	1.0%	-1.6%	0.0%	i	0.4	-14.5	735	18.1%	-3.3%	-1.5%	-4.8%
CC1CCN(C(=O)C2CCC(CNS(=O)(=O)c3cccc4cccnc34)CC2)CC1 (configuration not stated)	1.3%	-8.1%	-2.2%	i	1.2	.	.	25.8%	-0.3%	-0.6%	0.7%
C/C(=N\Nc1ccc(F)cc1F)c1ccc(Br)s1	4.9%	3.0%	-1.5%	i	0.4	-27.0	600	1.9%	5.7%	-1.5%	-8.6%
CCCc1cc(C(=O)Nc2ccc(F)c(Cl)c2)no1	32.6%	-11.0%	0.0%	?	.	-10.2	763	-71.6%	7.9%	.	0.7%
Cn1c(SCC(=O)O)nc2ccccc2c1=O	1.4%	1.3%	-0.1%	i	7.2	.	.	-9.1%	-2.3%	-1.1%	-1.4%
CCn1c(=O)n(CC)c2cc(N3CCCC3)c(NC(=O)c3cccc(OC)c3)cc21	-0.2%	-6.6%	0.8%	i	4.9	-4.5	694	17.3%	-15.3%	.	8.3%
Cc1ccccc1-n1c(SCC(=O)NCC2CCCO2)nc2c([nH]c3ccccc32)c1=O (configuration not stated)	2.8%	-8.3%	0.5%	i	1.4	-1.2	662	12.4%	1.8%	.	-1.9%
O=C(Nc1ccc2oc(-c3ccccc3)nc2c1)c1ccccc1F	5.0%	-4.1%	2.4%	i	1.2	28.3	754	-28.5%	24.6%	0.2%	-0.8%
Cc1ccc2c(c1)cc(CN(Cc1cccnc1)C(=O)NCc1ccccc1)c1nnnn12	-2.7%	-1.4%	-1.3%	i	0.7	-6.7	647	-2.8%	-4.4%	-3.2%	-0.8%
Cc1ccc(-n2c(Cc3ccccc3)n[nH]c2=S)c(C)c1	14.7%	-4.3%	1.3%	i	0.1	13.2	683	-8.0%	-10.8%	-3.9%	0.8%
CCOC(=O)c1c(NC(=O)CN2C(=O)CN(C)C2=O)sc(C)c1C	7.4%	-4.7%	-1.4%	i	0.2	-9.2	695	13.7%	1.5%	-4.3%	-5.1%
CC(C)(C)OC(=O)CNC(=O)c1[nH]cnc1C(=O)Nc1ccc(Cl)cc1	3.6%	-0.7%	-1.1%	i	0.5	-2.4	612	8.4%	8.2%	.	-2.0%
COc1cc(C(=O)OCC(=O)N2CCCCC2C)cc(NC(=O)c2cccs2)c1OC (configuration not stated)	-6.6%	-4.1%	-1.4%	i	0.2	5.3	722	9.4%	5.8%	-7.1%	-6.8%
NC12CC3CC(CC(C3)C1)C2	10.7%	-2.9%	-0.5%	i	2.3	-12.5	705	14.3%	-11.4%	-12.0%	2.2%
O=C(Cc1ccccc1[N+](=O)[O-])NCc1ccc(Cl)cc1	6.0%	-1.3%	2.6%	i	2.2	0.9	744	-34.6%	-8.5%	-15.4%	5.6%
COc1ccc(/C(C)=N/N2C(C)CCCC2C)c(OC)c1 (configuration not stated)	1.1%	-2.1%	0.9%	i	0.2	-27.4	845	-0.8%	5.6%	.	-1.3%
C/C(N)=C(/C#N)C(=O)CSc1nncn1-c1ccccc1	-1.3%	-1.6%	-1.1%	i	0.3	-5.1	674	22.6%	3.6%	-1.9%	0.0%
Cc1ccc(Cn2c(=N)n(CC(=O)c3ccc([N+](=O)[O-])cc3)c3ccccc32)cc1	3.4%	1.6%	0.9%	i	1.3	?	.	-10.2%	13.7%	-59.6%	0.7%
O=S(=O)(CCSc1nc2ccccc2s1)c1nc2ccccc2s1	-2.7%	0.0%	-0.7%	.	.	-21.8	779	-3.4%	-27.1%	-2.4%	-19.7%
CCN1CCN(C(=O)CN2C(=O)c3cccc4cccc2c34)CC1	0.5%	-1.3%	0.0%	i	1.0	2.4	745	-10.0%	35.7%	-6.5%	-0.7%
O=C(Nc1ccccc1Oc1ccsc1C(=O)O)c1ccccc1	10.0%	-6.7%	1.0%	i	0.2	.	.	0.3%	14.3%	.	-6.6%
COc1ccc(/C=C/CN2CCN(Cc3ccccc3)C(CCO)C2)cc1 (configuration not stated)	2.5%	-6.8%	3.4%	i	0.2	11.5	714	10.6%	8.1%	-7.5%	-5.8%
CCOC(=O)CSc1nc2ccc(S(=O)(=O)N3CCOCC3)cc2[nH]1	6.4%	3.1%	1.5%	i	0.7	-3.1	709	6.3%	9.1%	-2.8%	-4.7%
C[C@]12CC[C@@H]3c4ccc(O)cc4CC[C@H]3[C@@H]1CC[C@@H]2O	1.1%	-3.5%	2.6%	i	4.7	-1.6	732	-1.8%	0.0%	-3.3%	-1.5%
CC(C)CN(C(=O)COC(=O)Cn1cnc2ccccc2c1=O)C1CCS(=O)(=O)C1 (configuration not stated)	-5.1%	0.6%	-0.7%	i	2.1	.	.	-17.0%	-4.0%	-5.4%	3.1%
Oc1c(N=Nc2ccccc2)sc2ccccc12	13.6%	0.9%	0.1%	i	1.7	18.2	726	-216.6%	-14.5%	.	-10.6%
Cc1cc(S(=O)(=O)NC(C)C)ccc1OCC(=O)NCc1ccccc1	1.4%	-5.8%	-0.7%	i	0.3	-1.3	733	-1.0%	-1.7%	-13.0%	-10.2%
COc1ccc(-c2csc(N3CCOCC3)n2)cc1OC	2.2%	-7.2%	-2.7%	i	0.4	18.2	741	-30.6%	-6.4%	-3.2%	-8.8%
COc1ccc(OC)c(NC(=O)CSC2=NCCS2)c1	-3.3%	0.1%	-2.1%	i	0.7	3.7	743	8.0%	4.2%	-2.5%	-17.1%
CCOC(=O)c1ccccc1NC(=O)CSc1cccc[n+]1[O-]	2.3%	-10.5%	-1.2%	i	0.6	.	.	-5.4%	-7.6%	-3.9%	-3.4%

Next section.
smiles	Siah-1 displacement	LYP inhibition	HIV peptide binding	Myeloid diff 2	Myeloid diff 2 GFP+ MAC1+ %	Lipid droplet	Lipid droplet cells 6.5 µM	HEK293 NOD2/NF-kB	AID2073	XIAP displacement	NS5 inhibitors
CCc1ccccc1N1C(=O)CC(N2CCc3ccccc32)C1=O (configuration not stated)	13.3%	-2.8%	0.6%	i	0.3	-32.8	541	15.9%	-6.9%	-0.6%	.
CN(C1=C(NC(=O)c2ccccc2)C(=O)c2ccccc2C1=O)C1CCS(=O)(=O)C1 (configuration not stated)	-7.3%	-3.1%	2.0%	?	.	-5.9	484	-12.3%	-29.6%	-2.2%	18.3%
O=C(CNCc1ccccc1)Nc1ccc(F)cc1	-6.9%	-8.1%	0.2%	i	0.5	9.4	723	-10.9%	9.7%	-2.0%	1.5%
O=c1c2ccc(Cl)cc2[nH]c(=S)n1CCCN1CCOCC1	0.8%	-2.8%	0.1%	i	0.8	-9.2	684	1.1%	-13.0%	-4.8%	-6.1%
CC(C)C[C@H](NC(=O)CCCn1nnc2ccccc2c1=O)C(=O)O	-1.7%	1.4%	-1.3%	i	0.5	-8.1	729	22.1%	1.0%	.	-9.5%
CCOc1ccc(/C=N/Nc2nc(C)cs2)c(O)c1	-2.7%	-2.5%	-0.3%	i	0.5	-11.2	771	-65.3%	-2.5%	.	.
O=C(NC(=S)N1CCN(c2ccc([N+](=O)[O-])cc2)CC1)c1ccccc1	-1.7%	1.6%	-1.3%	i	0.3	3.5	702	-16.0%	3.1%	-7.7%	0.0%
Cc1nn(CC(=O)NCC2CCCO2)c(=O)c2cc3ccccc3n12 (configuration not stated)	4.4%	-6.9%	-0.3%	i	2.6	16.0	662	14.3%	?	.	0.9%
CCOc1ccc(S(=O)(=O)n2c([N+](=O)[O-])cnc2C)c(C)c1C	8.0%	-5.5%	-0.9%	i	0.4	-3.4	809	8.3%	7.9%	.	0.6%
COC(=O)c1sccc1-n1cccc1C(=O)N1CCOCC1	2.0%	-10.0%	2.1%	i	1.1	.	.	10.9%	0.3%	-4.4%	-9.6%
COc1ccc(N2CCN(C(=O)c3ccc(S(=O)(=O)N4CCOCC4)cc3)CC2)cc1	-3.0%	-16.7%	3.0%	+	39.6*	.	.	24.7%	-1.1%	-3.8%	-3.4%
COc1ccc(NS(=O)(=O)c2ccc3oc(SC4CCOC4=O)nc3c2)cc1 (configuration not stated)	-3.3%	-7.0%	4.5%	i	3.7	22.5	821	11.8%	-9.8%	-9.4%	1.3%
Cc1ccc(/C=N/NC(=O)Cn2cnc3ccccc32)cc1	2.7%	1.1%	-1.7%	i	0.7	-4.4	713	8.4%	-9.7%	-1.4%	.
CCn1c(SCC(=O)N/N=C/C=C\c2ccco2)nc2ccccc21	26.9%	-3.8%	42.4%	i	0.9	-21.4	636	9.6%	52.2%	-6.2%	15.4%
Cc1ccsc1/C=C(\C(=O)c1ccc(OC(C)C)cc1)c1nc2ccccc2o1	-1.1%	6.5%	-0.1%	i	1.2	-9.6	741	-2.5%	20.8%	0.6%	-4.5%
COCCn1c(SCc2ccc(OC)c(F)c2)nc2ccccc2c1=O	-0.7%	1.6%	-0.4%	i	0.5	-24.7	700	-8.4%	6.3%	-2.6%	6.2%
CCOc1cc(N2CCOCC2)c(OCC)cc1NC(=O)[C@H](C)N1C(=O)C2CC=CCC2C1=O (some centres not stated)	16.3%	-8.3%	1.4%	i	0.4	35.1	703	23.5%	-2.6%	-3.7%	-5.3%
Fc1ccccc1-c1ccc(/C=N/Nc2nc3ccccc3[nH]2)o1	-6.4%	-6.5%	6.9%	i	0.2	-1.2	625	-74.6%	15.2%	3.5%	-11.6%
Cc1nn(C)cc1CNC(=O)Nc1ccc(Br)cc1Cl	-0.7%	2.3%	2.8%	i	1.2	8.0	757	2.8%	17.8%	-4.8%	-0.8%

Arranged by formula weight (smallest number first): 3 of the compounds above
smiles	Siah-1 displacement	LYP inhibition	HIV peptide binding	Myeloid diff 2	Myeloid diff 2 GFP+ MAC1+ %	Lipid droplet	Lipid droplet cells 6.5 µM	HEK293 NOD2/NF-kB	AID2073	XIAP displacement	NS5 inhibitors
COC(=O)c1sccc1-n1cccc1C(=O)N1CCOCC1	2.0%	-10.0%	2.1%	i	1.1	.	.	10.9%	0.3%	-4.4%	-9.6%
COCCn1c(SCc2ccc(OC)c(F)c2)nc2ccccc2c1=O	-0.7%	1.6%	-0.4%	i	0.5	-24.7	700	-8.4%	6.3%	-2.6%	6.2%
COc1ccc(N2CCN(C(=O)c3ccc(S(=O)(=O)N4CCOCC4)cc3)CC2)cc1	-3.0%	-16.7%	3.0%	+	39.6*	.	.	24.7%	-1.1%	-3.8%	-3.4%

Three compounds already listed, ordered by the number in LYP inhibition, lowest first.
SMILES | LYP inhibition
CN(C1=C(NC(=O)c2ccccc2)C(=O)c2ccccc2C1=O)C1CCS(=O)(=O)C1 (configuration not stated) | -3.1%
O=C(NC(=S)N1CCN(c2ccc([N+](=O)[O-])cc2)CC1)c1ccccc1 | 1.6%
Cc1nn(C)cc1CNC(=O)Nc1ccc(Br)cc1Cl | 2.3%

Bioassay records (PubChem BioAssay)
